High-throughput results: PubChem BioAssay, several laboratories
HSP90 refold inh: HSP90 inhibitors, primary screen, cell lysate, luminescence | Heat shock protein HSP 90 (rabbit reticulocyte lysate; luciferase refolding) | Rabbit reticulocyte lysate, luciferase refolding luminescence, 3 h | inhibition, % at 5.6 µM | 290,000 tested, 0.91% active;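 active = inhibition above the screen-wide mean plus 3 SD, computed separately per campaign, cut at about 16% in these data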;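 note: 0% = DMSO wells and 100% = 60 µM geldanamycin wells; inhibitors lower the luminescence because luciferase stays unfolded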
GSK3 alpha inh: blockers of GSK3A enzyme activity – biochemical, luminescence, cell-free homogeneous, HTS, primary screen. Glycogen synthase kinase-3 alpha (Homo sapiens), P49840. GSK-3 alpha kinase, ADP-Glo luminescence, 60 min. inhibition, % at 10 µM. 320,000 tested, 0.1% active;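 in the data active = inhibition above about 50%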;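 note: GST-tagged GSK-3 alpha with peptide substrate and 25 µM ATP; 0% = DMSO neutral wells and 100% = GW8510 positive control wells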
Target sequence (P49840 whole entry, looked up): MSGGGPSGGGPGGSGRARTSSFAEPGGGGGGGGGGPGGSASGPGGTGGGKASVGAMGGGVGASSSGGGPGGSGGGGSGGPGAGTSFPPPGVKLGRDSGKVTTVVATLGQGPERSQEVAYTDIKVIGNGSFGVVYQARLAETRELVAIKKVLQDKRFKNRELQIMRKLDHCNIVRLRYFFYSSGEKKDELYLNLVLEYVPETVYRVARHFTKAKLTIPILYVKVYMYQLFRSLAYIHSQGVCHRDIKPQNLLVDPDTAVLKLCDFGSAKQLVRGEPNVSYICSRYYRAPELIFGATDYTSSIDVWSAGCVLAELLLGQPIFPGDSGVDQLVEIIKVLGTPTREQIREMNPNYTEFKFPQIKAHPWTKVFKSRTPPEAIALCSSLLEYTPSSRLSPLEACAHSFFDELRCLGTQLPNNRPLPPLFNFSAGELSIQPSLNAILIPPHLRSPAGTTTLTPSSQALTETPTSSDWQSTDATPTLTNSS
AI-2 QS mod: Vibrio harveyi AI-2 quorum sensing modulators, primary screen, JMH597 strain, luminescence/OD600 ratio | Vibrio harveyi JMH597 AI-2 luminescence/OD600 ratio, 9 h; hits give low values; strain lacks LuxN and CqsS sensors; 0 = neutral-control median | AID 2094, 2009 | activity change, % at 7.5 µM | 300,000 tested, 0.4% active; in the data active = activity change below about -75%, passing the limit was not always enough;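 note: luminescence divided by OD600 gain over 9 h not by final OD600 alone; inactives centre near 13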
HSF-1 act: HSF-1 activators, primary screen, NIH3T3-HGL cells, MG132 stress, luminescence, single point. NIH3T3-HGL HSF-1 luciferase reporter, 8 h; 100% = twice DMSO control signal. activation, % at 9 µM. 300,000 tested, 1.7% active;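 active = mean replicate activation of at least 50% with a set share of replicates each reaching 50%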;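 note: 0% = median of the neutral control wells and 100% = twice that signal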
IEC-6 tox: cytotoxicity in IEC-6 intestinal epithelial cells, primary screen, cytotoxicity control for KLF5 inhibitor project, cell-based, luminescence. inhibition, % at 5 µM. 290,000 tested, 0.78% active. IEC-6 cytotoxicity, luminescence viability. AID 1825, 2009; in the data active = inhibition above about 22%;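 note: 0% = plate median of test compound wells and 100% = cytotoxic reference compound wells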
KLF5 inhibitor: KLF5 expression inhibitors, primary screen, DLD-1 cells, luminescence; DLD-1 KLF5 promoter-luciferase reporter; 290,000 tested, 0.23% active; inhibition, % at 5 µM;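 active = inhibition above a per-plate limit of that plate's mean compound inhibition plus 3 SD, cut at about 60% in these data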;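 note: 0% = DMSO wells and 100% = LY294002 at 200 µM; higher means less KLF5 promoter-driven luciferase light; inactives centre near -14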
aSyn UTR inh: MLPCN primary screen, SNCA 5' untranslated region; inhibition, % (tested at 7.5 µM); 300,000 tested, 0.82% active; AID 1813, 2009; alpha-synuclein 5'UTR reporter, inhibitor activity; in the data active = inhibition above about 60%;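 note: H4 neuroglioblastoma cells stably carrying SNCA 5'UTR luciferase fusion; 0% = DMSO wells and 100% = positive control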
PolyA inhibitor: polyadenylation inhibitors in yeast reporter cells, primary screen, luminescence, S. cerevisiae. 300,000 tested, 0.02% active. calls only at 12 µM. AID 1875, 2009. S. cerevisiae SKY197-pL101 polyadenylation reporter, beta-gal luminescence; efflux-impaired pdr1/pdr3 knockout yeast; score 100 = 6 SD above DMSO;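 active = lowest replicate activity score at least 50, where 100 means six control SD above control mean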;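 note: yeast exposed to compound for 9 h at 30 °C; higher score means more reporter readthrough which indicates perturbed polyadenylation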
GSK3B inh: human GSK3beta kinase inhibitors, primary screen, biochemical, cell-free homogeneous, HTS; Glycogen synthase kinase-3 beta (Homo sapiens), P49841; GST-GSK3beta kinase, ADP-Glo luminescence, 60 min; hits give low values; activity score (negative = inhibition), % at 10 µM; 300,000 tested, 0.038% active; AID 2097, 2009;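 active = more than half of replicate wells score below -50%, meaning over 50% inhibition versus plate controls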;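 note: 0% = median DMSO wells and -100% = median GW8510 positive control wells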
Target sequence (P49841 whole entry, looked up): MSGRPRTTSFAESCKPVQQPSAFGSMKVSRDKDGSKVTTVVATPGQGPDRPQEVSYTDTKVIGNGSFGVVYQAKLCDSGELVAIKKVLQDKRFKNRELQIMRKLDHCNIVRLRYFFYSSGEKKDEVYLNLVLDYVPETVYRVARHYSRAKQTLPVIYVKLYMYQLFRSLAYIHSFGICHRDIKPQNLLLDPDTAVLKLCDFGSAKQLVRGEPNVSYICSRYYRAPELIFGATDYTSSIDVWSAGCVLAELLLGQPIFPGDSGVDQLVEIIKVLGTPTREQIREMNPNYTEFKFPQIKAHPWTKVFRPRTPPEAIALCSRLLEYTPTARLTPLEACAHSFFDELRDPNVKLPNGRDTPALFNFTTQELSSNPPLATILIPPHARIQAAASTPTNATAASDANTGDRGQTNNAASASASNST
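test system = GST-tagged human GSK3beta kinase, cell-free | reagent = 25 µM ATP with peptide substrate | dosing = one dose of 10 µM per compound | schedule = 60 min reaction, RT | detection = luminescent ADP-Glo measurement of ADP formed | control set = DMSO neutral wells and GW8510 at 20 µM as positive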
HSF1 inh: HSF1 inhibitors in luciferase reporter cells, primary screen, cell-based, NIH3T3, luminescence; 300,000 tested, 0.77% active; NIH3T3-HGL HSE-luciferase, MG132-induced, luminescence 8 h; hits give low values; activity change, negative = inhibition, % at 7.5 µM (by protocol);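 active = more than half of replicate wells show activity change below -50%, luminescence cut by over half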;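 note: luciferase reports HSF-1 transcriptional activity via heat shock element; 0% = median of DMSO wells and -100% = zero luminescence signal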
Starred values were filed as active, the others as inactive; i = inactive; . = not tested or not shown. An excerpt; rates above refer to the full screens.

structure	GSK3 alpha inh	AI-2 QS mod	HSP90 refold inh	KLF5 inhibitor	GSK3B inh	HSF1 inh	aSyn UTR inh	HSF-1 act	IEC-6 tox	PolyA inhibitor
COc1ccc(/C=N/Nc2cc(=O)n(C)c(=O)n2C)cc1OC	-2	25	1	1	3	-10	-22	-4	7	i
O=C(COC(=O)/C=C/c1ccc(F)cc1)Nc1cccc(S(=O)(=O)N2CCCC2)c1	0	33	5	-24	-1	4	-1	11	3	i
Cc1ccccc1OC(C)C(=O)Nc1cccnc1 (stereo unspecified)	-1	9	-3	-29	3	-5	5	-11	2	i
CCOC(=O)C1(Cc2ccccc2C)CCCN(C(=O)CN2C(=O)CSC2=O)C1 (stereo unspecified)	-2	5	2	-25	3	5	-31	-2	-3	i
O=C(O)c1cn(-c2ccccc2)c(=O)c2ccccc12	1	2	1	18	-6	-4	15	3	-2	i
Cc1cccc(C(=O)N2CCN(c3ccccn3)CC2)c1	-7	9	-1	-39	-1	5	-1	13	5	i
O=C(CSc1nnc(-c2ccccn2)o1)Nc1ccccc1	-1	17	-2	-115	-1	6	-71	41	-2	i
O=C(/C=C/c1ccccc1Cl)Nc1cccc(O)c1	.	-24	23*	-58	1	49	-31	45	3	i
Cc1ccccc1-c1nc(C#N)c(N2CCCCC2)o1	2	23	-2	-38	2	-2	-8	3	-5	i
CCNc1c(NC(C)=O)c(=O)oc2ccccc12	1	13	-5	12	3	-8	2	5	-7	i
c1ccc(C(c2ccccc2)N2CCN(Cc3nnnn3C3CCCC3)CC2)cc1	-3	18	6	-5	-2	6	32	14	-3	i
CCc1ccc(OCC(=O)N2CC(C(=O)OC)Oc3ccccc32)cc1 (stereo unspecified)	-3	3	-3	-26	-4	7	-2	33	1	i
Cc1cccc(C(=O)Nc2cccnc2Cl)c1	-2	.	2	-34	.	4	-43	22	-6	i
COc1ccc(-n2nnc3c(=O)n(Cc4ccccc4C)cnc32)cc1	-6	22	2	13	-4	-2	7	0	8	i
CC12CCC(=O)N1C(C(=O)NNC(=O)c1ccc(F)cc1)CS2 (stereo unspecified)	-2	0	.	.	4	2	-6	-1	.	i
Cc1ccc(C(=O)NCCNC(=O)COc2ccc(C)c(C)c2)cn1	-1	26	-1	-35	1	-3	-13	-15	3	i
Cc1ccc2c(c1)N(CCC(=O)NC(C)C)C(=O)CO2	.	20	5	-16	1	3	-11	-1	-3	i
O=C1CCCCCN1CP(=O)(O)CN1CCCCCC1=O	-3	-4	3	-16	1	-17	16	-30	-3	i
CC(=O)Nc1ccc(S(=O)(=O)N(C)CC(=O)Nc2ccc(Br)cc2F)cc1	-1	13	.	.	-4	-4	-1	-3	.	i
CCN(CC(=O)NCc1ccc(Cl)cc1)C(=O)/C=C/c1ccc(C#N)cc1	1	15	-1	0	1	-1	9	-3	5	i
Cn1c(=O)[nH]c(=O)c2c1nc(CN1CCN(c3ccccc3F)CC1)n2CC(N)=O	-2	19	-4	-1	0	-4	2	-6	-7	i
Cc1[nH]n(-c2ccc(Cl)cc2)c(=O)c1C(=O)c1ccccc1	-4	28	4	-27	-4	2	-9	-6	3	i
O=C(/C=C/c1ccccc1)Oc1cccc(C(=S)N2CCOCC2)c1	0	-7	2	-4	2	2	-27	7	4	i
CCCCN=Cc1sc2ccc(OCC)cc2c1O	-1	24	3	-98	3	5	-73	18	-1	i
Cc1cccn2cc(-c3c[nH]c4ccccc34)nc12	-1	7	3	-66	0	12	-39	29	12	i
O=C(CSCc1ccccc1)Nc1nccs1	4	19	5	-16	0	0	-23	-5	8	i
CSCCC(NC(=O)c1ccccc1)C(=O)NC1CC1 (stereo unspecified)	0	24	2	-5	4	-3	23	-18	-6	i
Cc1ccccc1-n1ccnc1SCC(=O)O	0	29	0	-42	-1	6	-5	-14	-3	i
CCOc1ccc(Nc2nc(Cc3nnc(SCC(=O)N(CC)CC)n3C)cs2)cc1	-1	17	1	5	1	22	-7	20	0	i
Cc1cc(/C=C2\SC(=O)N(C)C2=O)c(C)n1-c1ccc(O)cc1	-5	7	48*	-93	0	-70*	-11	-74	-6	i
CCOc1ccc(C(=O)N2CCC(C(=O)c3ccc4c(c3)OCCO4)CC2)cc1	-2	28	-2	-12	-2	-8	-6	-11	-5	i
CN(C)c1ccc(C=C2C(=O)OC(C)(C(C)(C)C)OC2=O)cc1 (stereo unspecified)	0	22	2	-50	1	6	-2	4	-5	i
CC(C)=C1C2CCC1C(C(=O)Nc1sc(C)c(-c3ccc(C(C)C)cc3)c1C(N)=O)C2C(=O)O (stereo unspecified)	-2	36	0	1	1	-8	37	12	1	i
Cc1ccc(-c2nc3[nH]c(=O)cc(NC(=O)c4cccs4)n3n2)cc1	0	23	6	-5	-6	-2	-8	2	2	.
CC(C)(C#CC(O)(c1ccccc1)c1ccccc1)N1CCCC1	-3	8	-2	15	2	-2	5	-19	0	i
CCN(CCCNC(=O)Cn1cc2c(n1)CCCC2)c1cccc(C)c1	.	29	-2	10	2	45	4	59*	5	i
CCCc1nc2ccccc2c(=O)n1CC(=O)c1ccc(F)cc1	-3	9	4	-29	-2	10	9	15	2	i
O=C(C1CCC(CNS(=O)(=O)c2cccc3cccnc23)CC1)N1CCc2ccccc21 (stereo unspecified)	-1	34	1	-24	3	-5	4	-3	-2	i
COCCn1c(SCC(=O)NC(C)c2ccccc2)nc2ccccc21 (stereo unspecified)	1	32	2	-11	2	6	14	38	-7	i
CCOc1cc(/C=C2\COc3ccccc3C2=O)cc(Br)c1OCC(=O)N(C)C	0	-5	16	-16	0	18	-121	50	7	i
CC(C)(C)c1ccccc1NC(=O)CN1C(=O)NC2(CCCC2)C1=O	3	10	4	-8	4	-5	-9	-1	-2	i
CS(=O)(=O)N1CCC(C(=O)Nc2cc(Cl)c(Cl)cc2Cl)CC1	3	.	10	-25	.	6	-2	7	2	i
CC1(C)C(c2ccccc2)=NC(c2ccc(F)cc2)N1O (stereo unspecified)	-2	12	4	-17	1	1	8	-5	-2	i
O=C(NCC(=O)N(c1cccc(F)c1)C(C(=O)NC1CCCC1)c1ccncc1)c1cccs1 (stereo unspecified)	-1	21	1	1	-3	4	0	4	-4	i
CCCSc1nnc(-c2ccccc2N)c(=O)[nH]1	-5	16	3	1	2	-3	-70	-3	2	i
CCC(=O)N1c2ccc(S(=O)(=O)N3CCN(CC)CC3)cc2CC1C (stereo unspecified)	0	23	3	-6	2	-2	3	2	-7	i
Cc1ccccc1NC(=O)/C=C/c1cccc(C(F)(F)F)c1	-2	-49	1	-1	4	7	-23	10	-2	i
NNC(=O)C1CCCn2c1nc1sc3c(c1c2=O)CCCC3 (stereo unspecified)	-7	10	-6	-13	5	7	-24	32	-2	i
CC(C)(C)C(O)(CC#CCN1CCCC1)c1ccccc1 (stereo unspecified)	0	32	1	-5	0	14	1	10	-3	.
Cc1ccc(S(=O)(=O)N2CCC(C(=O)OCc3ccc([N+](=O)[O-])cc3)CC2)cc1	-3	25	-5	22	5	-4	-16	3	-5	i

The results go on:
structure	GSK3 alpha inh	AI-2 QS mod	HSP90 refold inh	KLF5 inhibitor	GSK3B inh	HSF1 inh	aSyn UTR inh	HSF-1 act	IEC-6 tox	PolyA inhibitor
CCn1cc(C(=O)N2CCCC(C(=O)c3ccc4ccccc4c3)C2)cn1 (stereo unspecified)	1	23	-3	-17	-1	8	-13	16	-3	i
CC(=O)Nc1ccc(S(=O)(=O)Oc2cccc(N3C(=O)C4CCCCC4C3=O)c2)cc1 (stereo unspecified)	.	25	2	7	3	-2	-18	17	-5	i
CCC1CN(C(=O)N2CCC(C(=O)NCc3ccco3)CC2)c2cc(C)ccc2O1 (stereo unspecified)	0	7	0	-4	1	9	-3	8	7	i
O=Cc1ccc(OCc2ccc3ccccc3c2)cc1	2	25	1	-180	3	44	-132	60*	1	i
Cc1cccc(NC(=O)Cn2c(O)c(N=NC(N)=S)c3ccccc32)c1	-1	24	-2	-29	0	-3	18	-6	-2	i
N#Cc1ccc(C(=O)Nc2ccn(-c3ccccc3)n2)cc1	-2	-2	-1	-42	-1	17	-19	39	0	i
CCOC(=O)c1ccc(NC(=O)C23CCC(C)(C(=O)O2)C3(C)C)cc1 (stereo unspecified)	-2	16	-3	-16	1	-19	-106	-8	0	i
O=C1C(=C(O)c2ccccc2)C(=O)c2ccccc21	0	35	2	-25	0	-3	-1	16	-1	i
CCN1CCc2c(C#N)c(N3CCCCC3)nc(NCc3ccccc3)c2C1	0	20	3	-3	1	-7	-16	-9	0	i
